TNAP Pi inh: blocks human TNAP phosphate release. purified TNAP, pNPP, malachite green phosphate absorbance. 21,000 tested, under 10 active. inhibition, % at 20 µM. P05186
Target sequence (P05186 whole entry, looked up): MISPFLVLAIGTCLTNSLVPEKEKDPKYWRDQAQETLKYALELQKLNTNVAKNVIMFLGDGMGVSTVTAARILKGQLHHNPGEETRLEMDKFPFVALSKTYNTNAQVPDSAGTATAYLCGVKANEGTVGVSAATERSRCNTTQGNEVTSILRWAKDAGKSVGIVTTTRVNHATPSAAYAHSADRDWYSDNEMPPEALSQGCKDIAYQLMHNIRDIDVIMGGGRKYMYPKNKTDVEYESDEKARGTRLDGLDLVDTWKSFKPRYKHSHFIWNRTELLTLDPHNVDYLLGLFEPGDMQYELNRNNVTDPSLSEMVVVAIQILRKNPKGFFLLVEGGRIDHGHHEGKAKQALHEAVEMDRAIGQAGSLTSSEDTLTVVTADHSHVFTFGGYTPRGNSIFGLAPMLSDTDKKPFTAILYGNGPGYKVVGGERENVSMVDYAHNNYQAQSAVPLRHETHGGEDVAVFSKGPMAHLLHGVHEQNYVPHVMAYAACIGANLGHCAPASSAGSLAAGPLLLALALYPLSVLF
TNAP inh pNP: inhibitors of human tissue-nonspecific alkaline phosphatase; AID 615; P05186; 21,000 tested, under 10 active; purified TNAP, pNPP hydrolysis, absorbance 405 nm; inhibition, % at 20 µM;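 note: 0% = DMSO only wells and 100% = 1 mM levamisole wells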
Numbers without * were called inactive.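 Rule for the calls: active = inhibition above 50% at the 20 µM single-dose screen; inactive = the rest.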 These rows are one share of the data; count on the stated rates, not on these rows.

mol,TNAP Pi inh,TNAP inh pNP
COc1ccc(C2CC(C(F)(F)F)n3ncc(C(=O)NCC4CCCO4)c3N2)cc1OC (stereo not given),5.6,-0.5
COC(=O)c1cccc(NC(=O)CN(c2ccc3c(c2)OCO3)S(C)(=O)=O)c1C,2.0,-6.3
O=C(Cc1coc2ccc3ccccc3c12)N1CCCC1,8.9,3.2
CCN(CC)Cc1cc(CC(C(N)=O)C(N)=O)ccc1OC,-1.1,2.4
Cc1ccc(C(=O)CS(C)(=O)=O)cc1,-1.2,-0.2
O=C1Cn2c(nc3ccccc32)N1c1ccccc1F,3.3,-2.2
N#Cc1nc(-c2ccco2)oc1N1CCN(c2ccccc2)CC1,10.1,5.9
COC(=O)C1=C(C)OC(N)=C(C#N)C1c1ccccc1F (stereo not given),6.8,0.9
CCc1ccc2c(c1)[C@]1(C(=O)N2)[C@@H]2C(=O)N(Cc3ccccc3)C(=O)[C@@H]2[C@@H]2CCCN21,8.0,1.5
CC(C)(C)c1cc(-c2ccco2)c(C#N)c(SCC#N)n1,-7.2,6.5
COCCNCC(=O)NC12CC3CC(CC(C3)C1)C2,10.7,5.7
Cc1ccc(C(=O)CCNc2ccc(Br)cc2)o1,0.2,6.6
CCCOC(=O)c1ccc(Oc2cn[nH]c2-c2ccc(OCC)cc2O)cc1,18.0,6.5
CCN(CC)C(=O)CSc1nnc(-c2cccnc2)n1CCc1ccccc1,4.9,6.8
CCOC(=O)c1c(C)nc(-c2ccccc2)nc1NC(=O)C(C)C,-7.7,-0.2
CCOc1ccc(Br)cc1S(=O)(=O)N1CC(C)OC(C)C1 (stereo not given),0.0,0.0
Cc1nc(NCCCO)c(C#N)c2c1COC(C)(C)C2,0.0,0.0
O=C(OC(C(=O)NC1CCCC1)c1ccc(F)cc1)c1ccno1 (stereo not given),0.0,0.0
COc1cccc(NC(=O)c2ncn[nH]2)c1,5.1,3.1
Cc1csc(NC(=O)CSc2nc3sc(C)c(C)c3c(=O)[nH]2)n1,7.8,0.3
COCCCn1c(Cc2ccccc2)nnc1SCC(=O)N1CCCCC1,4.6,-3.8
CC1(C)Oc2ccc(C(=O)N3CCOCC3)cc2N(CC(=O)Nc2ccccc2)C1=O,-16.7,1.8
COc1cccc(OC)c1OCCCOc1c(OC)cccc1OC,-0.2,-0.5
Cc1cc(C)c(NC(=O)CSc2nnc(-c3ccco3)n2N)c(C)c1,2.8,-1.1
O=C(c1ccco1)N1CCN(S(=O)(=O)c2ccc(S(=O)(=O)NC3CC3)cc2)CC1,13.9,8.9
Cc1cc(C(=O)CSc2nn(-c3ccccc3)c(=S)s2)c(C)n1Cc1ccco1,15.6,7.2
O=C(N1CCN(c2ccccc2)CC1)C(F)(F)C(F)(F)F,0.0,0.0
CCn1c(/C(C#N)=C(\O)CCc2ccccc2)nc2ccccc21,-40.7,-26.4
CCn1c(N2CCN(CC(=O)c3c(C)n(C)c4ccccc34)CC2)nc2c1c(=O)[nH]c(=O)n2C,0.0,0.0
N#CC1=C(SCc2ccccc2Cl)NC(=O)C(C(N)=O)C1 (stereo not given),-14.9,4.2
CCCCn1c(SCC2CCCCO2)nc2cc(S(N)(=O)=O)ccc21 (stereo not given),8.1,1.1
CCc1c(C)nc2ncnn2c1N1CCC(C(=O)Nc2ccccc2)CC1,12.6,4.9
Cc1nc(NC(=O)CSc2ccccc2N)sc1C,-1.4,6.8
O=C(NCc1ccc2c(c1)OCO2)c1ccc(COc2cccc(Cl)c2)o1,3.6,3.4
COc1ccc(-c2nc(-c3ccc(Br)cc3)no2)c(OC)c1,0.0,0.0
CCCC(=O)N1CCN(c2ccc(C(=O)c3ccc(OC)c(Br)c3)cc2F)CC1,6.2,1.9
COc1ccccc1-c1nc(C#N)c(N2CCC(Cc3ccccc3)CC2)o1,-0.6,3.5
COC(=O)CNC(=O)c1c(C)cc(=O)oc1C,-25.8,-0.5
CCn1c(SCC(=O)Nc2sc(C)c(C)c2C#N)nnc1C(C)C,11.8,4.8
COc1cc(C(=O)Nc2ccc(S(=O)(=O)Nc3cc(C)on3)cc2)cc(OC)c1OC,-5.7,5.4
CC(C)(/C=N/O)/[N+]([O-])=C/C=[N+](\[O-])C(C)(C)/C=N/O,1.2,-1.3
CN(C(=O)C12CC3CC(CC(C3)C1)C2)C1(C)CCS(=O)(=O)C1 (stereo not given),7.3,2.2
COC(=O)[C@H](CCSC)NC(=O)NC1CCN(Cc2ccccc2)CC1,-0.6,-0.3
C=CCn1c(=O)n(CCC#N)c(=O)n(CCC#N)c1=O,7.1,-0.7
Cn1c(=O)[nH]c(=O)c2c1nc(NCCCn1ccnc1)n2Cc1ccc(F)cc1,-15.0,6.9
Cc1ccc2c(=O)c(CN(C)C3CCN(C)CC3)c(C)[nH]c2c1C,6.0,2.0
C=CCN1C(=O)C(O)(CC(=O)c2c(C)n[nH]c2C)c2cc(Br)ccc21 (stereo not given),5.2,2.0
O=C(Nc1ccon1)c1cccc(C(F)(F)F)c1,-5.2,12.1
CCOc1ccc(S(=O)(=O)Nc2ccc(S(=O)(=O)N3CCOCC3)cc2)cc1,5.3,3.2
CC(=O)NCCc1ccc(S(=O)(=O)Nc2cccnc2)cc1,10.0,3.6
COc1ccc(Cl)cc1NC(=O)c1c(-c2ccccc2)noc1C,4.9,-0.1
CC(C(=O)Nc1ncc2c(n1)CC(C)(C)CC2=O)N1C(=O)c2ccccc2C1=O (stereo not given),4.6,3.2
CCc1nnc(NC(=O)CN2CCN(c3nc(-c4ccccc4)cs3)CC2)s1,7.0,3.4
O=C(O)CCSc1nc2ccc(Br)cc2[nH]1,7.9,4.4
COc1ccc2[nH]c(=O)c(CN(CCN(C)C)C(=O)NCc3ccccc3)cc2c1,10.1,5.8
CCCNc1nc2c(c(=O)n(C)c(=O)n2C)n1CCc1ccccc1,0.0,0.0
O=C(CSc1nnc(-c2cccs2)n1-c1ccccc1)N1CCOCC1,8.9,-1.2
CS(=O)(=O)N(CCc1ccccc1)CC(=O)NCc1ccc2c(c1)OCO2,5.5,3.1
OC1(c2cccc(F)c2)CCN(Cc2ccncc2)CC1,5.5,3.1
COc1cc(C)c(C)cc1S(=O)(=O)N1CCN(Cc2ccc3c(c2)OCO3)CC1,12.0,6.4

A stretch from the list above, as a working copy:
mol,TNAP Pi inh,TNAP inh pNP
Cc1ccc2c(=O)c(CN(C)C3CCN(C)CC3)c(C)[nH]c2c1C,6.0,2.0
C=CCN1C(=O)C(O)(CC(=O)c2c(C)n[nH]c2C)c2cc(Br)ccc21 (stereo not given),5.2,2.0
O=C(Nc1ccon1)c1cccc(C(F)(F)F)c1,-5.2,12.1
CCOc1ccc(S(=O)(=O)Nc2ccc(S(=O)(=O)N3CCOCC3)cc2)cc1,5.3,3.2
CC(=O)NCCc1ccc(S(=O)(=O)Nc2cccnc2)cc1,10.0,3.6
COc1ccc(Cl)cc1NC(=O)c1c(-c2ccccc2)noc1C,4.9,-0.1
CC(C(=O)Nc1ncc2c(n1)CC(C)(C)CC2=O)N1C(=O)c2ccccc2C1=O (stereo not given),4.6,3.2

Additional records follow:
mol,TNAP Pi inh,TNAP inh pNP
COc1ccc2nc(NC(=O)CN3CCN(C)CC3)sc2c1,0.0,0.0
CCN1CCN(c2c(Cl)cccc2NC(=O)c2ccc(Br)o2)CC1,0.0,0.0
Cn1c(=O)c2cn(-c3cccc4ccccc34)cc2n(C)c1=O,6.6,5.8
Cc1cc(C)n(-c2ccn(Cc3ccc(Cl)cc3Cl)c(=O)n2)n1,11.5,6.2
Cn1c(SCC(=O)N2CCCCC2)nc2cccnc21,9.9,4.7
O=C1CCCc2c1[nH]c1ccc(CN3CCCCC3)cc21,-3.8,-0.4
O=C(Nc1cccc(NC(=O)c2cccs2)c1)c1ccco1,-6.0,4.1
CCOC(=O)c1cc2occc2n1CC(=O)Nc1ccc(OC)cc1OC,-1.9,5.5
COCCCN1C(=O)C(O)=C(C(C)=O)C1c1cccc(F)c1 (stereo not given),-14.3,3.4
CCOC(=O)N1CCC(n2c(SCC(=O)Nc3ccccc3OC)nc3ccccc3c2=O)CC1,-2.2,-0.2
Fc1ccccc1OCCSc1nc2ccccc2o1,-6.8,-5.8
N#Cc1nc(-c2cccs2)oc1NCC1CCCO1 (stereo not given),-7.8,1.6
Cn1ncc(Cl)c1C(=O)N1CCc2ccccc21,3.6,7.2
CCOC(=O)CSc1nnc(-c2ccco2)n1C,6.0,3.0
O=C(c1ccco1)N1CCN(C2CC(=O)N(c3ccc4c(c3)OCO4)C2=O)CC1 (stereo not given),10.2,7.2
COc1ccccc1NCCC(=O)OCC(=O)Nc1ccc(Cl)cn1,24.2,11.1
O=c1[nH]c(-c2ccncc2)nc2ccccc12,19.0,7.9
Cc1ccc(N(Cc2cc3ccccc3[nH]c2=O)C(=O)c2ccco2)c(C)c1,4.1,0.9
COc1ccc(OC)c(NC(=O)Nc2cccc(Cn3cccn3)c2)c1,7.3,5.7
C/C(Cl)=C\Cn1c(=O)c2c(nc3n2CCS3)n(C)c1=O,8.0,4.4
Cc1ccc(C)c(S(=O)(=O)Nc2ccc3scnc3c2)c1,4.4,1.4
Cc1noc(C)c1Cn1nc(C(=O)O)c2ccccc2c1=O,11.3,2.1
O=C(CN1CCCC1)NCC12CC3CC(CC(C3)C1)C2,7.9,5.5
c1ccc(OCc2nnc3sc(-c4cccs4)nn23)cc1,13.2,3.3
COc1ccc(C(OC(=O)c2c(C)noc2C)C(=O)NC2CCCC2)cc1 (stereo not given),8.7,1.5
CC(C)(C)NC(=O)CSc1n[nH]c(=O)n1-c1ccccc1,12.5,4.8
CC(C)[C@H](NC(=O)Nc1cccc(C(F)(F)F)c1)C(=O)O,-1.8,-3.8
Cc1ccc2nc(Nc3nc(C)cc(C(F)(F)F)n3)nc(C)c2c1,-1.0,7.3
CN(Cc1ccccc1)Cc1c[nH]c2ccccc12,1.3,0.8
COc1ccccc1NC(=O)c1ccc(C)s1,9.4,3.9

Pulled by compound from above (2):
mol,TNAP Pi inh,TNAP inh pNP
Cc1noc(C)c1Cn1nc(C(=O)O)c2ccccc2c1=O,11.3,2.1
COc1ccccc1NC(=O)c1ccc(C)s1,9.4,3.9

The results go on.
mol,TNAP Pi inh,TNAP inh pNP
COc1ccc(OC)c(/C=N/c2oc(-c3ccco3)c(-c3ccco3)c2C#N)c1,3.2,2.9
O=C(Nc1ccc(F)cc1)C1CCN(c2nnnn2-c2ccccc2)CC1,11.6,5.5
CCOC(=O)C(NCc1ccc2c(c1)OCO2)(NC(=O)CC)C(F)(F)F (stereo not given),3.5,-0.6
COC(=O)C1CCN(C(=O)CCCOc2ccccc2)CC1,4.6,0.9
CCCCSc1c(C)c2cc3c(cc2[nH]c1=O)OCO3,-3.3,-1.6
Cc1c([C@H]2[C@@H](CC#N)C2(C)C)c2ccccc2n1C,9.0,4.9
COc1ccccc1N1CCN(C(c2ccc(Cl)cc2)c2nnnn2C(C)(C)C)CC1 (stereo not given),10.4,5.1
Oc1ccc(C=NCC2COc3ccccc3O2)cc1 (stereo not given),5.6,5.3
COC(=O)c1c(NC(=O)c2ccco2)sc(C)c1C,4.9,-1.9
CC1CCc2nc(NC(=O)C3CCCO3)sc2C1 (stereo not given),4.0,0.0
CCCCCn1c(CN2CCN(Cc3ccccc3)CC2)nc2c1c(=O)n(C)c(=O)n2C,19.2,2.9
CCN(CC)CCNc1nc2c(c(=O)[nH]c(=O)n2C)n1CCOc1ccccc1,8.4,3.8
CCC(=O)Nc1cc(-c2nn(C)c(=O)c3ccccc23)ccc1N1CCCCC1,5.4,0.6
CCOC(=O)C1=C(C)NC(C)=C(C(=O)OCC)C1c1cc2ccc(C)cc2[nH]c1=O,11.1,1.9
CC1CN(C2CCN(C(=O)COc3ccccc3)CC2)CC(C)O1 (stereo not given),-3.2,-2.1
Cc1ccc(S(=O)(=O)c2c(N)n(C)c3nc4ccccc4nc23)cc1,3.0,-2.4
CCOC(=O)c1ccc(CNC(=O)c2cc(C(C)(C)C)oc2C)o1,6.8,4.1
COCC(=O)Nc1nnc(COc2ccccc2)s1,6.8,1.3
O=C(CN1C2=NCCN2c2ccccc21)c1ccco1,7.1,3.7
C=CCOC(=O)C(C#N)c1nc2ccccc2nc1N1CCN(c2ccccc2OCC)CC1 (stereo not given),11.9,0.9
CN(Cc1ccccc1)c1nc2c(c(=O)[nH]c(=O)n2C)n1CCCSc1ncccn1,8.1,1.9
CSCC[C@H](NC(=O)OC(C)(C)C)c1nnc(SCc2ccccc2)o1,-2.0,0.3
CC(=C1C(=O)c2ccccc2C1=O)N1CCc2ccccc2C1,6.9,3.9
CCNC(=O)NCCc1c[nH]c2ccc(Cl)cc12,2.5,-2.4
CCc1nnc(NC(=O)CSc2nnc(-c3ccoc3C)n2-c2ccc(C)cc2)s1,-1.5,-11.7
CCN(CC)S(=O)(=O)c1cccc(-c2nnc(SCC#N)n2Cc2ccccc2)c1,0.0,0.0
Cc1cc(Cl)ccc1OCCCC(N)=O,15.2,9.8
CCCC(=O)Nc1ccc(NC(=O)c2ccccc2Cl)nc1,12.5,6.6
COc1ccc(-n2ccc(=O)c3c2CCCC3=O)cc1,11.0,5.0
COC(=O)CSc1nc2ccc(NC(C)=O)cc2s1,11.6,8.8
CCC(=O)Nc1ccc(N2CCN(C(=O)c3ccccc3C)CC2)cc1,10.1,4.8
CN1C(C)(C)CC(NC(=O)CCC(=O)NC2CC(C)(C)N(C)C(C)(C)C2)CC1(C)C,12.5,3.6
COC(=O)c1ccccc1NC(=O)CNC(=O)c1ccco1,17.8,3.6
COc1cc(-c2c(C#N)c(=O)[nH]c3c2c(C)nn3-c2ccccc2)ccc1O,10.4,3.5
